IL-1B inflam inh – blocks inflammasome-driven IL-1 beta release | THP-1 LPS/ATP IL-1B secretion, AlphaLISA, 16 h; stronger effect = lower value | activity change, % at 57.5 µM | 4.7% of 360,000 active; in the data active = activity change below about -50%; inconclusive = mostly about -30% to -49%; also: % is scaled to controls: 0 for no effect and ±100 for the full control effect
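Secreted IL-1B measured by AlphaLISA bead assay after 16 h compound exposure of THP-1 cells; compounds (final up to 57.5 uM) added 1 h before LPS (250 ng/mL) and ATP (1.25 mM) stimulation; lower signal means less secretion.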
SW480 rereplic – DNA re-replication induction in SW480 cells. SW480 DNA re-replication, Hoechst DNA content imaging, 48 h. Potency, µM (titrated, usually from 46.1 µM), inactives show at the highest dose re-replication activation, hits mostly activators. 1.8% of 340,000 active. AID 624297; also: potency is read from the fitted curve at half-maximal effect; % of control where 0% means no effect; nearly all actives have a fitted effect of over 55% in size
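Image-based read-out: total Hoechst fluorescence of nuclei (405 nm excitation, 500-530 nm emission), with hits raising the fraction of high-intensity nuclei. SW480 colon cells incubated 48 hr with compounds at 37 C.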
MCF10A rereplic – inducers of DNA re-replication in MCF 10A breast cells; MCF 10A DNA re-replication, Hoechst nuclear intensity, 48 h; Potency, µM (series often up to 46.1 µM), inactives show at the top dose activity, positive = re-replication, hits mostly activators; 2.9% of 350,000 active; AID 624296; also: potency is read from the fitted curve at half-maximal effect; % of control where 0% means no effect; nearly all actives have a fitted effect of over 50% in size
DRD3 agonist – activates the human D3 dopamine receptor; D3R DiscoveRx beta-arrestin cells, luminescence, 90 min; max activation, %; 0.58% of 410,000 active; in the data active = max activation above about 30%; also: 0% is about no effect; mostly tested at two doses, the higher about 12 µM
Target sequence (P35462 whole entry, looked up): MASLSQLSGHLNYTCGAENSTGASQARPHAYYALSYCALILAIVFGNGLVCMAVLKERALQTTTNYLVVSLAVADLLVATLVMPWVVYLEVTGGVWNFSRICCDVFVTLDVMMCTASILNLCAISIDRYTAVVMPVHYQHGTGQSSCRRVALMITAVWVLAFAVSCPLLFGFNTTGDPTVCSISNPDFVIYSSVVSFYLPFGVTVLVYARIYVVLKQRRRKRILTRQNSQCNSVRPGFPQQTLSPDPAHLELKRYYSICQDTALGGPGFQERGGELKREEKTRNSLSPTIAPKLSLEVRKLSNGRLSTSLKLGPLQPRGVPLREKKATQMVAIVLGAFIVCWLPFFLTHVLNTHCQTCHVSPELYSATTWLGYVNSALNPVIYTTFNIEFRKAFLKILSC
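Cells at 1500/well, incubated overnight, then treated with pinned compounds (dopamine as control) for 90 min at 37 degrees C. DiscoveRx reagent added for 30 - 60 minutes at room temperature; luminescence read.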
KB-3-1 tox – kills parental KB-3-1 adenocarcinoma cells | KB-3-1 viability, CellTiter-Glo ATP luminescence, 72 h | Potency, µM (highest dose often 46.1 µM), inactives show at the highest dose activity change, negative = cytotoxic, hits mostly cytotoxic | 1.4% of 400,000 active | AID 1347075; also: potency is read from the fitted curve at half-maximal effect; % is scaled to controls: 0 for no effect and ±100 for the full control effect; nearly all actives have a fitted effect of over 60% in size
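Luminescent ATP read-out (CellTiter-Glo) measures survival of drug-naive KB-3-1 cells after 72 h compound exposure at 37 °C. Titration series was screened from lowest to highest concentration, with DMSO vehicle plates as background controls.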
HT1080 IDH1KD tx – toxicity to HT-1080 IDH1 knockdown cells (counter line). HT-1080 IDH1 knockdown viability, ATP luminescence, 48 h. Potency, µM (top dose mostly 46.1 µM), inactives show at the top dose activity, negative = toxicity, most hits filed as cytotoxic. 2% of 360,000 active. AID 686971;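 also: potency is read from the fitted curve at half-maximal effect; 0% = DMSO wells and -100% = cell-free medium wells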
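IDH1KD HT-1080 cells, 750/well, RPMI + 5% FBS; compound pinned after 2 h settling; 48 h, 37 °C; CellTiter-Glo luminescence; % activity normalised to DMSO and no-cell wells; curves fitted, classed by r2 and efficacy.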
HT1080-NT tox – kills 2HG-producing HT-1080-NT fibrosarcoma cells; HT-1080-NT fibrosarcoma viability, CellTiter-Glo ATP luminescence, 48 h; Potency, µM (series often up to 46.1 µM), for the others: at the highest dose activity, negative = less viability, actives largely listed as cytotoxic; 1.6% of 360,000 active;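 also: NT is the 2HG producing partner of a matched IDH1 knockdown line; potency is read from the fitted curve at half-maximal effect; 0% = DMSO-treated cells and -100% = media-only wells without cells; nearly all actives have a fitted effect of over 55% in size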
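HT-1080-NT fibrosarcoma cells (2HG-overproducing), 750 cells/well in RPMI with 5% FBS, dosed after 2 h and incubated 48 h at 37C. CellTiter-Glo luminescence normalized to DMSO and no-cell wells; concentration-response curves fitted and classed.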
GLP1R cytotox – cytotoxic in the GLP-1 receptor inverse agonist counter-screen; HEK293 cAMP-luciferase reporter cells, luminescence, 24 h; Potency, µM (titrated, usually from 38.3 µM), without a hit: at the highest dose activity change, negative = inhibition, hits mostly inhibitors; 0.13% of 410,000 active;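 also: loss of luciferase light is scored as toxicity; potency is read from the fitted curve at half-maximal effect; % is scaled to controls: 0 for no effect and ±100 for the full control effect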
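A 23 nL compound transfer followed 12 hours of cell culture at 37 deg C; exposure then lasted 24 hr. Luciferase assay detection reagent was dispensed and plates read for luminescence after a 12 min room-temperature wait.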
KB-V1 MDR tox – KB-V1 MDR subline cytotoxicity. 3.4% of 400,000 active. Potency, µM (series often up to 46.1 µM), inactives show at the highest dose activity change, negative = cytotoxicity, most hits filed as cytotoxic. KB-V1 MDR cells viability, CellTiter-Glo, 72 h; also: potency is read from the fitted curve at half-maximal effect; % is scaled to controls: 0 for no effect and ±100 for the full control effect; nearly all actives have a fitted effect of over 60% in size
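Cells of the MDR subline KB-V1 are plated, dosed with compound at multiple concentrations, and incubated 72 h at 37 degrees C; CellTiter-Glo is then added and luminescence read after 10 min.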
Starred values were filed as active, the others as inactive; ? = inconclusive; . = no result given; [ ] = remark or other dose. Unless noted, calls follow the shape of the dose curve; as a rule, active = well fitted curve in the direction sought with a large enough effect; inconclusive = small, poorly fitted or top-dose-only effect, or another doubt; inactive = no such curve, though single readings can be large; an effect the other way counts as inactive or inconclusive.

SMILES | IL-1B inflam inh | SW480 rereplic | MCF10A rereplic | DRD3 agonist | KB-3-1 tox | HT1080 IDH1KD tx | HT1080-NT tox | GLP1R cytotox | KB-V1 MDR tox
Cc1ccc(N2C(=O)C3C4C=CC(C4)C3C2=O)cc1C (stereo not drawn) | 14 | -4% | -12% | 5 | 5% | 2% | 4% | -6% | -4%
O=c1c(C(c2c(O)nc3n(c2=O)CCS3)c2cccc3ccccc23)c(O)nc2n1CCS2 | 0 | -4% | 0% | -4 | 3% | -2% | 0% | 2% | 7%
O=C(CCNC(=O)c1ccc(Br)cc1)Nc1ccccc1N1CCOCC1 | 12 | -4% | ? | -6 | ? | -3% | -1% | -4% | ?
O=C(COC(=O)CCC(=O)c1cccs1)Nc1ccc(F)c(F)c1F | -3 | -14% | -3% | -1 | 12% | -1% | 0% | 4% | 27%
CCOC(=O)c1sc2nc(-c3ccco3)c3c(c2c1N)CC(C)(C)OC3 | -53* | 125% | 23µM* | 2 | 2% | -11% | 0% | 185%[activator] | 12µM*
CCN(CC)S(=O)(=O)c1cccc(-c2nnc(SCCOc3ccccc3C)o2)c1 | -7 | 0% | ? | -3 | -22% | -10% | -6% | 1% | ?
O=C(CS)Nc1ccc2ccccc2c1 | -95* | ? | 0% | 5 | -6% | 21µM* | 21µM* | -13% | -1%
Clc1ccccc1CSc1nnc(-c2cccnc2)n1Cc1ccco1 | -6 | 8% | 0% | -2 | 0% | -3% | -2% | 3% | 0%
O=C(Cn1cc(S(=O)(=O)Cc2cccc(Cl)c2)c2ccccc21)NCc1ccccc1Cl | . | . | . | -4 | -4% | . | . | -4% | -3%
CCc1c(C)nc2ncnn2c1N1CCCC(C(=O)NCc2ccc3c(c2)OCO3)C1 (stereo not drawn) | 7 | -5% | 1% | 17 | 1% | -9% | -5%[9.24 µM] | -16% | 0%
Cn1c(=O)[nH]c(=O)c2c1nc1n2CCCN1CCc1ccccc1 | 19 | 1% | 1% | -6 | 5% | -1% | 0% | -11% | 3%
Cc1ccc2[nH]c(O)c(N=Nc3ccccc3[N+](=O)[O-])c2c1 | 21 | -3% | -4% | 8 | -1% | -1% | 3% | -8% | ?
Cc1ccc(OCc2ccc(C(=O)Nc3nc4ccccc4n3Cc3ccccc3)o2)c([N+](=O)[O-])c1 | 23 | ? | 13µM* | -11 | -18% | ? | ? | 2% | ?
O=C(CCCc1ccccc1)Nc1ccc(Br)cc1F | -11 | 5% | ? | 2 | 2% | -6% | 1% | 8% | -13%
COc1ccc(C(NCC(=O)NC(C)c2ccc(Cl)cc2)c2ccccc2)cc1 (stereo not drawn) | -11 | 0% | -8% | -8 | -1% | -18% | -24% | ? | -9%
COc1ccc(S(=O)(=O)N2CCCCCC2)cc1C(=O)NCc1cccs1 | -8 | 0% | 3% | -5 | 7% | 0% | -10% | -14% | 8.2µM*
COc1ccc(C(C#N)Nc2ccccc2C)cc1 (stereo not drawn) | 0 | -14% | 6% | 1 | -3% | 12% | -1% | 24% | 10%
S=C(NCc1ccc2c(c1)OCO2)Nc1ccc2nsnc2c1 | -8 | -1% | 13% | 1 | 0% | -27% | -5% | 17%[7.66 µM] | -16%
CCCCCCCNC(=O)CC(NS(=O)(=O)c1ccc(NC(C)=O)cc1)C(C)C (stereo not drawn) | 2 | 0% | -36%[inhibitor] | 3 | 0% | -4% | -4% | -1% | 20%
CCCC(=O)OCC(=O)Nc1ccc2[nH]c(=O)[nH]c2c1 | 11 | ? | -8% | 5 | 0% | -3% | 3% | -3% | 6%
CC(C)CC(NC(=O)OC(C)(C)C)c1cn([C@@H](CCC(=O)OC(C)(C)C)C(=O)N2CCN(C(=O)OC(C)(C)C)CC2)nn1 (stereo partly drawn) | -5 | 0% | -20% | 0 | 21% | 12% | 4% | 4% | ?
CCOC(=O)N1CCc2c(sc(NC(=O)C3COc4ccccc4O3)c2C(N)=O)C1 (stereo not drawn) | -5 | 23% | 6% | 5 | -5% | -18% | -14% | -19% | ?
O=C(O)/C=C/C(=O)Nc1ccc(Cl)c(C(=O)O)c1 | 8 | -4% | 2% | 1 | 3% | 7% | 3% | -10% | ?
CCc1cc(=O)oc2cc(OCC(=O)N3CCCc4ccccc43)ccc12 | -61* | -1% | 3% | 6 | 4% | 3% | -5% | ? | -23%
CC(NC(=O)c1cccc(Br)c1)c1ccccc1 (stereo not drawn) | 1 | 8% | 10% | 12 | 17% | 1% | 5% | -1% | 8%
COc1ccc(CCN(C)c2ccc(C(N)=O)cc2[N+](=O)[O-])cc1OC | -20 | 8% | -1% | -6 | 11% | -8% | 0% | -22% | 11%
O=C(Nc1ccccc1Cl)c1ccn[nH]1 | -17 | -4% | -5% | 3 | -3% | -2% | 1% | -4% | -5%
O=C(O)C1CCCCC1C(=O)Nc1ccc(S(=O)(=O)N2CCCCCC2)cc1 (stereo not drawn) | -6 | 15% | ? | -2 | -17% | -16% | -3% | 0% | 3%
Clc1cnc(Nc2cccnc2)c(Cl)c1 | -1 | -9% | -5% | 2 | 12% | 15% | 14% | -15% | 6%
O=C(O)CC(C(=O)O)c1cn(Cc2ccccc2)c2ccccc12 (stereo not drawn) | 45 | 0% | 2% | 2 | 9% | 3% | -2% | -9% | 22%
CCOC(=O)C1CCN(Cc2cn3c(-c4ccc(OC)cc4)nnc3s2)CC1 | . | . | . | -14 | 11% | . | . | -10% | 6%
CC(CCc1ccccc1)NC(=O)c1nnc(Cc2ccc(F)cc2)o1 (stereo not drawn) | -20 | 40% | ? | -1 | -15% | -5% | -11% | 23% | -13%
Cc1cc[n+](-c2ccccc2)c2ccccc12 | 5 | -1% | -3% | 12 | ? | -25% | -3% | -7% | 9%
CC(C)CC(NC(=O)C1CCCCC1)C(=O)Nc1cccc(C(F)(F)F)c1 (stereo not drawn) | . | . | . | 6 | 1% | . | . | 0% | -5%
CCNC(=O)C1(C)CCCN(C(=O)C2(c3ccc(Cl)cc3)CCCC2)C1 (stereo not drawn) | 0 | . | . | -10 | 0% | 5% | 7% | 2% | -3%
CCCc1nnc(NC(=O)c2cccs2)s1 | -8 | -8% | 2% | 0 | 2% | 6% | 17% | 28% | 2%
Cc1cc(C(=O)OCC(=O)Nc2ccccc2F)c(C)o1 | -16 | -2% | 11% | 4 | 3% | 26% | ? | 18% | 16%
O=C(CSc1nnc(Cc2ccccc2)n1-c1ccc(Cl)cc1)N1CCOCC1 | -6 | 4% | -4% | -13 | -12% | -2% | 4% | -16% | 0%
Cc1cc(NC(=O)Cc2cc(F)cc(F)c2)no1 | -7 | -19% | -2% | 20 | 7% | 3% | 3% | -11% | 22%
CCc1nc2ccc(C(=O)N(C)CCN(C)C)cn2c1N(C)Cc1cc2ccccc2s1 | ? | . | . | -27 | 0% | ? | 16µM* | -1% | -24%
Cc1cc2nnc(SCC(=O)NCC3CCCO3)n2c2ccccc12 (stereo not drawn) | -15 | -1% | 0% | 1 | 29% | 8% | 18% | 1% | ?
COc1cccc(NC(=O)c2oc3ccccc3c2NC(=O)Cc2cccc(C)c2)c1 | . | . | . | -8 | -1% | . | . | 6% | -5%
CCOc1cc(-c2nc(-c3ccc(C)nc3OCC)no2)cc(OCC)c1OCC | 11 | -8% | ? | 5 | 8% | 25% | 4% | 5% | 1%
Cc1cnc(C(=O)OCC(=O)Nc2ccc3c(c2)OCCO3)cn1 | 6 | -1% | 5% | 19 | . | 10% | 1% | -1% | .
CCOC(=O)N1CCN(c2nnnn2-c2ccccc2)CC1 | 1 | -4% | 0% | 10 | 0% | 7%[9.24 µM] | 17% | -3% | -20%
CCOc1ccc(C(=O)NCC(=O)OCc2c(F)cccc2Cl)cc1OCC | 7 | -3% | 6% | 6 | 6% | 7% | -7% | 4% | 0%
O=S(=O)(c1ccc(S(=O)(=O)N2CCCC2)cc1)N1CCCCCC1 | 23 | -5% | 1% | 0 | -10% | 4% | 3% | 19% | 7%
COc1cccc(C2NC(=S)NC(C)=C2C(=O)c2ccccc2)c1OC (stereo not drawn) | 58 | 5.8µM* | ? | -12 | 1.8µM* | 1.5µM* | 2.3µM* | -28% | ?
CCCC(=O)c1cc2cc(Cl)ccc2oc1=O | 4 | -1% | 0% | 6 | -7% | 11% | 15% | -17% | 0%
Cc1c(C(=O)NCC(c2ccco2)N2CCCC2)sc2ccccc12 (stereo not drawn) | 14 | 19% | 102% | -24 | -16% | ? | -22% | -1% | 1%
CCC1CCCCN1C(=O)CSC1=NN2CCCC(=O)N=C2S1 (stereo not drawn) | 29 | -3% | 0% | 16 | ? | 5% | ? | -5% | -17%
O=C(Nc1cccc(C(F)(F)F)c1)c1cccnc1N1CCCC1 | 60 | -3% | -2% | -15 | -20% | -8% | -8% | 10% | 0%
CCOC(=O)CC(=O)CSc1nc2c(C)c(C)ccc2cc1C | 10 | 4% | ? | -2 | 9% | 13% | 0% | -6% | 0%
O=C(NN=Cc1ccc(O)cc1O)c1ccccc1NS(=O)(=O)c1cccs1 | 196 | ? | 1% | 15 | ? | ? | ? | 16% | 22%

Compound profiles, as listed above. Screens in order: IL-1B inflam inh	SW480 rereplic	MCF10A rereplic	DRD3 agonist	KB-3-1 tox	HT1080 IDH1KD tx	HT1080-NT tox	GLP1R cytotox	KB-V1 MDR tox
`O=C(Nc1cccc(C(F)(F)F)c1)c1cccnc1N1CCCC1` reads 60	-3%	-2%	-15	-20%	-8%	-8%	10%	0%
`Cc1c(C(=O)NCC(c2ccco2)N2CCCC2)sc2ccccc12` (stereo not drawn) reads 14	19%	102%	-24	-16%	?	-22%	-1%	1%
`COc1cccc(C2NC(=S)NC(C)=C2C(=O)c2ccccc2)c1OC` (stereo not drawn) reads 58	5.8µM*	?	-12	1.8µM*	1.5µM*	2.3µM*	-28%	?

Screens: PubChem, National Center for Advancing Translational Sciences (NCATS)
